RTF Ca sens inh – cardiac RTF calcium sensitivity inhibitors, primary screen, biochemical, IANBD-TnC fluorescence, EC70 calcium | Troponin I, cardiac muscle (Homo sapiens) + Troponin T, cardiac muscle (Homo sapiens) + … | IANBD-labeled cardiac RTF, Ca2+ fluorescence | inhibition, % at 7.15 µM | 0.12% of 340,000 active;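 active = inhibition above the mean inhibition of all tested compounds plus 3 SD, cut at about 17% in these data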;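 also: assay run at fixed EC70 calcium of 1.6 mM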
Keap1 Nrf2 FP – Keap1-Nrf2 protein-protein interaction inhibitors, primary screen, biochemical, fluorescence polarization, single point | Kelch-like ECH-associated protein 1 (Homo sapiens), Q14145 | Keap1 Kelch-Nrf2 peptide fluorescence polarization, 1536-well | inhibition, % at 9.4 µM | 0.15% of 340,000 active; in the data active = inhibition above about 12%;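 also: human Keap1 Kelch domain with fluorescein labeled Nrf2 9mer peptide probe; 0% = neutral control wells and 100% = peptide positive control; higher means more block of Keap1 binding to Nrf2 peptide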
Target sequence (Q14145 whole entry, looked up, the tested form may be a part): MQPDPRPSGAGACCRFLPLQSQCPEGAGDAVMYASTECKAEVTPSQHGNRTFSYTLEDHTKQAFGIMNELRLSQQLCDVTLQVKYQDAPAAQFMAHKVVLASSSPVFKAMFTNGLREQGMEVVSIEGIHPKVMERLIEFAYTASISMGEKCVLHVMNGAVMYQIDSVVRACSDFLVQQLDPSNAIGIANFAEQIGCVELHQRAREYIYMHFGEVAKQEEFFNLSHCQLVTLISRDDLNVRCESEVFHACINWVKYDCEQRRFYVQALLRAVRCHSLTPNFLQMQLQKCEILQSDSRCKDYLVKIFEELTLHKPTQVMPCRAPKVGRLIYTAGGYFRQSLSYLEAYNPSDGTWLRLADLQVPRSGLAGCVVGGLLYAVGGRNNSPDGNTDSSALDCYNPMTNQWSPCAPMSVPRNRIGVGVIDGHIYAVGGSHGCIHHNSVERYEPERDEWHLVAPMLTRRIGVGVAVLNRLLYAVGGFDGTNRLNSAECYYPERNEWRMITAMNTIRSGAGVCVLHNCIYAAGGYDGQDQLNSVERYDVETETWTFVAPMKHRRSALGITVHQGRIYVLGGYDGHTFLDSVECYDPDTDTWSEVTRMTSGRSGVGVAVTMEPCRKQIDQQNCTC
cardiac RTF act – cardiac RTF calcium sensitivity activators, primary screen, biochemical, IANBD-TnC fluorescence, EC20 calcium; Troponin I, cardiac muscle (Homo sapiens) + Troponin T, cardiac muscle (Homo sapiens) + …; IANBD-labeled TnC RTF fluorescence at EC20 calcium; 0% EC20 calcium, 100% full calcium; activation, % at 7.2 µM; 0.24% of 340,000 active; AID 493008, 2010;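 active = activation above the mean over all tested compounds plus 3 SD, cut at about 30% in these data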;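 also: rise in fluorescence read as greater calcium sensitivity of cardiac thin filaments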
NSD2 HMT inh – NSD2 histone methyltransferase inhibitors, primary screen, biochemical, AlphaScreen, single concentration, set 2 | Histone-lysine N-methyltransferase NSD2 (Homo sapiens), O96028 | NSD2 peptide methylation, 120 min | inhibition, % at 12.5 µM | 0.54% of 310,000 active | AID 743445, 2014; in the data active = inhibition above about 50%
CDK5 inh – inhibitors of human CDK5/p35 kinase, primary screen, biochemical, single concentration. Recombinant CDK5/p35, ADP-Glo luminescence, 60 min. Cyclin-dependent kinase 5 (Homo sapiens) + Cyclin-dependent kinase 5 activator 1 (Homo …. 0.01% of 330,000 active. inhibition, % at 10 µM;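 active = highest replicate inhibition of at least 50% and at least 75% of replicates reaching 50%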;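 also: plate controls were DMSO neutral control for no effect and GW8510 at 10 µM for full effect; many of its hits are not listed in these tables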
C-LANA FP – inhibitors of KSHV C-LANA binding to DNA, primary screen, biochemical, fluorescence polarization, FAM-LBS DNA, MBP-C-LANA, single point; Kaposi's sarcoma herpesvirus LANA C-terminal domain (residues 932-1162) DNA binding; inhibition, % at 9 µM; 0.078% of 340,000 active;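 active = highest replicate inhibition at or above 60% at 9 µM, even if other replicates fall short; inactive = all replicates below 60% inhibition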;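 also: 0% = neutral control wells and 100% = 4 µM acridine orange control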
PvdQ inh – P. aeruginosa PvdQ acylase inhibitors, primary screen, biochemical, fluorescence, plate reader and imaging, single point. 0.063% of 340,000 active. inhibition, % at 10 µM. PvdQ acylase [Pseudomonas aeruginosa LESB58]. purified PvdQ acylase; in the data active = inhibition above about 30%, passing the limit was not always enough;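 also: 0% = vehicle neutral wells and 100% = reference inhibitor wells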
PfHsp90 set2 – growth inhibition of PfHsp90-expressing yeast, primary screen, antimalarial PfHsp90 inhibitor project, S. cerevisiae, BacTiter-Glo luminescence, single point, set 2; 0.32% of 310,000 active; inhibition, % at 9.4 µM; BacTiter-Glo ATP, 48 h; yeast lacking PDR1 and PDR3 efflux regulators;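 active = every replicate shows inhibition above about 80%, whatever the replicate mean, limit read from the data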;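 also: 0% = DMSO neutral controls and 100% = 20 µM radicicol positive controls; yeast relying on Plasmodium falciparum Hsp90 in place of its own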
Mot1-301 SUMO – yeast Mot1-301 growth rescue at high temperature, primary screen, SUMOylation pathway inhibitor project, S. cerevisiae, ATP luminescence, 38.5C; S. cerevisiae Mot1-301 growth rescue; percent above DMSO median, 100 means doubled; growth rescue, % at 18.8 µM; 1% of 320,000 active; AID 2716, 2010;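 active = every valid replicate shows activation above 250% relative to neutral control wells; inactive = the rest, any valid replicate at or below 250%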;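 also: OY570 slx delta 5 strain wells were the positive control but not used for scaling; some compounds called inactive have numbers as strong as hits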
Rtt109 HAT inh – inhibitors of C. albicans Rtt109/Vps75 HAT, primary screen, biochemical, ThioGlo CoA-SH fluorescence, plate reader; purified Rtt109/Vps75, 4 h; inhibition, % at 34.9 µM; 0.16% of 330,000 active; Histone acetyltransferase RTT109 (Candida albicans (strain SC5314 / ATCC MYA-2876)), …;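 active = inhibition of at least 50% in every replicate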
Target sequence (Q5AAJ8 whole entry, looked up): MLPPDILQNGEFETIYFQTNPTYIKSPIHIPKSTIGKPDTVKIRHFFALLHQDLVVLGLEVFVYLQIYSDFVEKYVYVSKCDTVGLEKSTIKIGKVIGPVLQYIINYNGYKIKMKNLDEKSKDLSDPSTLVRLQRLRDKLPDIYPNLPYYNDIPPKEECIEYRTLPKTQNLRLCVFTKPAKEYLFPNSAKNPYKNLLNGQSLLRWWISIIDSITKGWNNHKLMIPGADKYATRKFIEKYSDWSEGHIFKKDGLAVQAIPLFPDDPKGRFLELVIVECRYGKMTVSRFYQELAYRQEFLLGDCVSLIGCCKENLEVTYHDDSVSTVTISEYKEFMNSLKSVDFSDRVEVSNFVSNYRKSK
dFosB act – activators of delta FosB homodimer, primary screen, biochemical, fluorescence polarization, TAMRA-CDK5 oligo, single point; activation, % at 25 µM; 0.99% of 340,000 active; purified delta FosB; percent of positive-control signal above neutral wells;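 active = mean activation above about 17%, with every replicate also reaching it, limit read from the data, passing the limit was not always enough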;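 also: fluorescence polarization rise as delta FosB binds a TAMRA Cdk5 AP-1 oligo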
* marks the source's active call; other numbers are inactive results; . = no result given.

SMILES | RTF Ca sens inh | Keap1 Nrf2 FP | cardiac RTF act | NSD2 HMT inh | CDK5 inh | C-LANA FP | PvdQ inh | PfHsp90 set2 | Mot1-301 SUMO | Rtt109 HAT inh | dFosB act
Cc1cc(Cl)ccc1OC(C)C(=O)NCCCn1ccnc1 (centres undefined) | 1 | -3 | 3 | 0 | -0.7 | -1.0 | -17 | -2 | -10 | -9 | -9
COc1ccc(N2CCN(C(=O)c3ccc(NS(=O)(=O)c4ccc(F)cc4)cc3)CC2)cc1 | 3 | -3 | -3 | 4 | 0.1 | 0.2 | -18 | 3 | -9 | -23 | -9
CCOC(=O)c1[nH]c2ccccc2c1NC(=O)CC(C)(C)C | -3 | 1 | 0 | . | -1.0 | -0.1 | -16 | 12 | -1 | 16 | -1
CC(C)C[C@H]1CN=C(Nc2ccccc2)N1CC1CCC(C)CC1 (some centres undefined) | -3 | -1 | -2 | . | 0.4 | -0.9 | -11 | . | -2 | -2 | 0
Cc1cccn2cc(CNS(=O)(=O)c3cccc(F)c3)nc12 | -2 | -3 | 8 | . | -1.4 | 0.8 | -4 | -10 | -8 | 0 | -4
COc1cc2c(cc1OC)C(COc1ccccc1OC)N(C(=O)C(C)(C)C)CC2 (centres undefined) | -2 | -6 | -6 | -1 | -2.4 | 1.5 | -7 | 13 | 5 | 6 | -16
Cc1nc2ccccc2nc1SCC(=O)c1ccccc1 | 8 | 2 | 6 | 1 | -2.1 | -1.7 | -1 | -17 | -23 | 3 | -16
CCOC(=O)c1cnc2ccc(OCC)cc2c1NCCCN1CCOCC1 | -17 | -3 | -2 | -2 | -1.1 | -3.9 | -11 | 20 | -5 | 12 | 2
CC(=O)N/N=C/c1ccc(OCCOc2ccc(Br)cc2)cc1 | -11 | 0 | 1 | -2 | 1.0 | -0.1 | -28 | -2 | 5 | -1 | -13
CN=C1SC(C(=O)Nc2ccccc2Cl)CC(=O)N1c1ccc(OC(F)(F)Cl)cc1 (centres undefined) | -8 | 2 | 0 | 2 | -0.6 | -0.3 | -7 | -1 | 1 | 2 | 8
N#CCSc1ncnc2sc3c(c12)CCC3 | 2 | -5 | 2 | 17 | -4.8 | 1.0 | -1 | . | 2 | -16 | -11
CC1(C)CC2CC(C)(CN2C(=O)COC(=O)c2n[nH]c(=O)c3ccccc23)C1 (centres undefined) | 3 | 2 | 8 | . | 1.0 | 0.1 | -6 | -14 | -9 | 3 | -18
Cc1ccc(N=C2NC(=O)/C(=C\c3ccsc3)S2)c(C)c1 | 5 | -8 | -12 | 7 | -1.7 | -0.1 | -10 | 16 | 30 | -8 | -18
Cc1ccccc1Nc1cccc2nonc12 | -7 | -13 | 3 | 5 | -0.3 | -3.9 | -4 | 10 | 36 | -54 | 2
CC1CCN(S(=O)(=O)c2cc(F)ccc2CN2C(=O)c3cccnc3C2=O)CC1 | -7 | -6 | 1 | -1 | -0.4 | -0.7 | -10 | 28 | 11 | -10 | -11

Next section (five carried over from the part before).
SMILES | RTF Ca sens inh | Keap1 Nrf2 FP | cardiac RTF act | NSD2 HMT inh | CDK5 inh | C-LANA FP | PvdQ inh | PfHsp90 set2 | Mot1-301 SUMO | Rtt109 HAT inh | dFosB act
N#CCSc1ncnc2sc3c(c12)CCC3 | 2 | -5 | 2 | 17 | -4.8 | 1.0 | -1 | . | 2 | -16 | -11
CC1(C)CC2CC(C)(CN2C(=O)COC(=O)c2n[nH]c(=O)c3ccccc23)C1 (centres undefined) | 3 | 2 | 8 | . | 1.0 | 0.1 | -6 | -14 | -9 | 3 | -18
Cc1ccc(N=C2NC(=O)/C(=C\c3ccsc3)S2)c(C)c1 | 5 | -8 | -12 | 7 | -1.7 | -0.1 | -10 | 16 | 30 | -8 | -18
Cc1ccccc1Nc1cccc2nonc12 | -7 | -13 | 3 | 5 | -0.3 | -3.9 | -4 | 10 | 36 | -54 | 2
CC1CCN(S(=O)(=O)c2cc(F)ccc2CN2C(=O)c3cccnc3C2=O)CC1 | -7 | -6 | 1 | -1 | -0.4 | -0.7 | -10 | 28 | 11 | -10 | -11
O=C(NCc1ccc(F)cc1)N1CCc2ccccc2C1 | -9 | 3 | -2 | -9 | -0.1 | -1.1 | -13 | -8 | -2 | -8 | 2
O=C(CN1C(=O)c2ccccc2S1(=O)=O)Nc1cc(S(=O)(=O)N2CCCCC2)ccc1Cl | -4 | -8 | -3 | 0 | 1.4 | 1.2 | -12 | 20 | . | 4 | 1
O=C(Nc1ccc(Cl)c(Cl)c1)N(CCCN1CCOCC1)Cc1cccs1 | -14 | -4 | 5 | . | -1.3 | -0.5 | -8 | 22 | 6 | 2 | -7
COc1ccc(CN(C)CC(=O)NC(=O)NC2CCCCC2)cc1 | -2 | 4 | -3 | -2 | -0.2 | -1.2 | 3 | 10 | 10 | 10 | -7
CN(C)S(=O)(=O)n1cnc(-c2ccccc2)c1-c1ccccc1 | -8 | -1 | -3 | 0 | 0.9 | 0.7 | 2 | 21 | -8 | -4 | -2
N#CC1(NC(=O)CN2C(=O)NC3(CCCCCC3)C2=O)CCCCC1 | 5 | 0 | -5 | -1 | -0.1 | -0.8 | -3 | 10 | 4 | -9 | 0
Nc1nnnn1CC(=O)N/N=C/c1cc([N+](=O)[O-])ccc1O | -12 | -1 | 0 | 0 | -0.6 | 0.1 | -5 | -26 | -12 | -2 | 5
COc1ccc(/C(=C\Nc2ccc(C)c(C)c2)C(C)=O)cc1OC | -2 | -3 | 0 | 1 | 0.7 | -0.3 | 2 | 0 | 1 | -1 | -4
CCCCOc1ccc(NC(=S)Nc2cc(C)nc(SCCCC)n2)cc1 | -19 | -6 | 15 | -3 | -0.9 | -1.0 | -2 | 19 | 1 | -5 | -6
COc1ccccc1NC(=O)c1ccc(Br)o1 | -1 | 3 | 1 | 5 | 0.6 | 1.4 | -13 | 1 | . | -6 | 6
Cc1cc(N2CCOCC2)nc2ccc(Cl)cc12 | -12 | -4 | 0 | -3 | 0.7 | -0.8 | -13 | 5 | -9 | . | -2
CCC(=O)N1CCc2cc(S(=O)(=O)N3CCN(c4cc(C)ccc4C)CC3)ccc21 | 4 | -3 | -3 | . | 1.9 | 0.0 | -11 | -43 | 4 | -1 | -4
Cc1ccc(C(=O)Nc2ncccc2C)o1 | -1 | -1 | -1 | 1 | 0.3 | -0.9 | 10 | -5 | . | -1 | 4
COc1cc2c(cc1NC(=S)Nc1cccc(C)c1)oc1ccccc12 | 1 | -1 | -1 | -6 | 0.9 | 0.9 | -14 | -20 | -7 | 4 | -2
CN1CCN(c2ncnc3c2c(-c2ccccc2)cn3-c2ccc(F)cc2)CC1 | 6 | 0 | 0 | 24 | 1.4 | -1.3 | -17 | -15 | -20 | -14 | -4
CCOc1ccc(CCNC(=O)COC(=O)CCC(=O)c2cccs2)cc1OCC | -6 | -3 | -4 | 0 | -0.6 | -1.7 | 5 | -11 | -16 | 10 | -2
CCCCNC(=S)N1CCN(c2ccc(C(C)=O)cc2)CC1 | 4 | -1 | -5 | 1 | -0.1 | -2.3 | 1 | -5 | -3 | 4 | 0
CCC(=O)NC(=S)Nc1ccc(N2CCN(C(=O)c3ccc(Cl)cc3)CC2)cc1 | -5 | -6 | 5 | 1 | -5.0 | 0.9 | -28 | 4 | 7 | 14 | -3
CC1Sc2ccc(S(=O)(=O)N3CCC(C(=O)NCc4ccco4)CC3)cc2NC1=O (centres undefined) | -6 | -4 | -3 | 2 | 1.8 | 0.5 | -4 | -13 | -9 | -2 | -6
C/C(CC(=O)Nc1ccc2ccccc2c1)=N\NC(=O)c1cnccn1 | -11 | -9 | 4 | 0 | -0.6 | -1.9 | 3 | 12 | 4 | -4 | -5
Cc1cc(C)nc(N/N=C/c2ccccc2OCc2ccc([N+](=O)[O-])cc2)n1 | 1 | 2 | -12 | -3 | -1.8 | 0.9 | -5 | -28 | -13 | -4 | -6
Cc1ccc(Cl)cc1Nc1nc(-c2sc(NC(=O)c3ccco3)nc2C)cs1 | -10 | -4 | 3 | . | -4.9 | 0.8 | -6 | 9 | -6 | 4 | 7
Cn1cccc1C(=O)C(=O)Nc1ccccc1C(F)(F)F | -3 | 0 | -6 | -6 | 1.3 | 1.2 | 2 | 19 | -10 | -5 | -4
COc1cccc(-c2c(NC(C)=O)n(C)c3ccccc3c2=O)c1 | -1 | 2 | -7 | -1 | -0.9 | -3.4 | 1 | 6 | -8 | 1 | 7
COc1ccccc1NC(=O)c1cn(C)c(=O)c2cc(OC)c(OC)cc12 | -6 | -2 | 6 | -1 | -0.6 | 0.0 | -6 | -30 | -1 | 6 | -4
CN(Cc1cc(=O)n2ccsc2n1)Cc1nc2ccccc2c(=O)[nH]1 | 10 | -2 | 6 | 0 | -0.8 | -0.3 | -8 | -43 | 10 | 3 | -5
Cc1ccc(OCCn2nnc3ccccc32)cc1C | 0 | -1 | -2 | -4 | 0.8 | -1.1 | -13 | -35 | 18 | -8 | -2
CN(C)S(=O)(=O)c1ccc(Cl)c(C(=O)OCC(=O)NC(=O)c2cccn2C)c1 | 0 | -5 | 5 | 0 | -8.3 | -0.1 | -20 | -13 | -10 | -3 | -9
COc1cc(/C=N/N(C)c2ccccc2)ccc1O | -9 | -1 | -2 | 1 | 0.5 | 1.3 | -6 | 22 | 16 | . | -4
Cc1ccc(-c2csc(NC(=S)NC(=O)c3ccco3)n2)cc1 | -10 | -4 | 11 | 0 | -3.7 | 0.6 | -29 | -20 | -9 | -6 | 0
CCc1nn(-c2ccccc2)c(N)c1-c1ccc(OC)c(OC)c1 | -14 | -10 | -2 | 3 | 0.5 | 2.4 | -10 | . | 16 | -9 | -1
O=C(CSc1nnc(CNC(=O)c2c(F)cccc2Cl)o1)Nc1ccc2c(c1)OCO2 | -8 | -7 | 1 | . | -0.9 | 0.9 | -15 | . | 7 | -6 | -6
O=C1C=C(c2ccccc2)OC(c2ccccc2)O1 (centres undefined) | -6 | -1 | 2 | -7 | -1.2 | 4.6 | 47* | 11 | 41 | -1 | -8

From PubChem
